# NSD2 inh: NSD2 histone methyltransferase inhibitors, primary screen, biochemical, AlphaScreen, single concentration, set 2; Histone-lysine N-methyltransferase NSD2 (Homo sapiens), O96028; 310,000 compounds, 0.54% hits; NSD2 peptide methylation, 120 min; inhibition, % at 12.5 µM; in the data active = inhibition above about 50%
# Target sequence (O96028 whole entry, looked up): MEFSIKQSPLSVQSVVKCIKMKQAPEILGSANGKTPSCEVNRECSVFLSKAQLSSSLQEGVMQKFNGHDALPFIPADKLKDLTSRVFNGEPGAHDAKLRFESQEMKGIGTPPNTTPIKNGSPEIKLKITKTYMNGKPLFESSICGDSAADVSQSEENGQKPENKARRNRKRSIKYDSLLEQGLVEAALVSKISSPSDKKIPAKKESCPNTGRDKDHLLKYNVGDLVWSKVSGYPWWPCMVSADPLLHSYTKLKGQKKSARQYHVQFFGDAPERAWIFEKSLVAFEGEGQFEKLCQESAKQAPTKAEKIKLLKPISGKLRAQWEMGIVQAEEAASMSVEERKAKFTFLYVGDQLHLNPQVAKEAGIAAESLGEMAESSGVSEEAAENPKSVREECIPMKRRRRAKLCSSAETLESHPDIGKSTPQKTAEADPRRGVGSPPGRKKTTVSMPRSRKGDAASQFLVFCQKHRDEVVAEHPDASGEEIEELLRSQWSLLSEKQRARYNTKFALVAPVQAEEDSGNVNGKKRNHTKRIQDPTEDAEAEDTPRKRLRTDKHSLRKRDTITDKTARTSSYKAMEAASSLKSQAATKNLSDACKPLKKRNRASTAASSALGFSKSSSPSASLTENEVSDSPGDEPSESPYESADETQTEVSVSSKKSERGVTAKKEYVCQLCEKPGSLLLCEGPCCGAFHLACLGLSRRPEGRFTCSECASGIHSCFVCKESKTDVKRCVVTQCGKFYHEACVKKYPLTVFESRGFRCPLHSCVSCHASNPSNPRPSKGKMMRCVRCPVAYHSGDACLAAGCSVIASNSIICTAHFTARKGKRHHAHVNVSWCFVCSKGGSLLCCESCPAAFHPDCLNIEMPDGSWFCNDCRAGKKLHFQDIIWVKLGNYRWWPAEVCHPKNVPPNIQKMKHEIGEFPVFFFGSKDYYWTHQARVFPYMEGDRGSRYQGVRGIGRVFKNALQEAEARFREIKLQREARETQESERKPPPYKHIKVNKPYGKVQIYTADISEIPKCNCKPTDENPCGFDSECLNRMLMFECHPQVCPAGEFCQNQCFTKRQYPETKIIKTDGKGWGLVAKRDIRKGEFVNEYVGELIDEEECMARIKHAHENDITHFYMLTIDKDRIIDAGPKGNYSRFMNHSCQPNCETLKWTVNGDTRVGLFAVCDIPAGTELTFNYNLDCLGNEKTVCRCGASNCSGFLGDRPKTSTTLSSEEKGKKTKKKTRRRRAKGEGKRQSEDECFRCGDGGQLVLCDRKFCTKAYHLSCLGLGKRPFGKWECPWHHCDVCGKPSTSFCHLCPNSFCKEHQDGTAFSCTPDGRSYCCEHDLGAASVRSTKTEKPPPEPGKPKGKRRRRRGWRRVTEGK
# RTF Ca sens act: cardiac RTF calcium sensitivity activators, primary screen, biochemical, IANBD-TnC fluorescence, EC20 calcium; activation, % at 7.2 µM; Troponin I, cardiac muscle (Homo sapiens) + Troponin T, cardiac muscle (Homo sapiens) + …; AID 493008, 2010; IANBD-labeled TnC RTF fluorescence at EC20 calcium; 0% EC20 calcium, 100% full calcium; 340,000 compounds, 0.24% hits;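 active = activation above the mean over all tested compounds plus 3 SD, cut at about 30% in these data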;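 note: rise in fluorescence read as greater calcium sensitivity of cardiac thin filaments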
# Rtt109 HAT inh: inhibitors of C. albicans Rtt109/Vps75 HAT, primary screen, biochemical, ThioGlo CoA-SH fluorescence, plate reader; purified Rtt109/Vps75, 4 h; inhibition, % at 34.9 µM; 330,000 compounds, 0.16% hits; AID 540336, 2011;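 active = inhibition of at least 50% in every replicate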
# Keap1-Nrf2 PPI: Keap1-Nrf2 protein-protein interaction inhibitors, primary screen, biochemical, fluorescence polarization, single point; 340,000 compounds, 0.15% hits; inhibition, % at 9.4 µM; Keap1 Kelch-Nrf2 peptide fluorescence polarization, 1536-well; Kelch-like ECH-associated protein 1 (Homo sapiens), Q14145; in the data active = inhibition above about 12%;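 note: human Keap1 Kelch domain with fluorescein labeled Nrf2 9mer peptide probe; 0% = neutral control wells and 100% = peptide positive control; higher means more block of Keap1 binding to Nrf2 peptide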
# PfHsp90 yeast 2: growth inhibition of PfHsp90-expressing yeast, primary screen, antimalarial PfHsp90 inhibitor project, S. cerevisiae, BacTiter-Glo luminescence, single point, set 2 | BacTiter-Glo ATP, 48 h; yeast lacking PDR1 and PDR3 efflux regulators | inhibition, % at 9.4 µM | 310,000 compounds, 0.32% hits;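 active = every replicate shows inhibition above about 80%, whatever the replicate mean, limit read from the data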;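 note: 0% = DMSO neutral controls and 100% = 20 µM radicicol positive controls; yeast relying on Plasmodium falciparum Hsp90 in place of its own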
# PvdQ acylase: P. aeruginosa PvdQ acylase inhibitors, primary screen, biochemical, fluorescence, plate reader and imaging, single point. PvdQ acylase [Pseudomonas aeruginosa LESB58]. purified PvdQ acylase. inhibition, % at 10 µM. 340,000 compounds, 0.063% hits. AID 488965, 2010; in the data active = inhibition above about 30%, passing the limit was not always enough;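 note: 0% = vehicle neutral wells and 100% = reference inhibitor wells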
# CDK5 inh: inhibitors of human CDK5/p35 kinase, primary screen, biochemical, single concentration; Recombinant CDK5/p35, ADP-Glo luminescence, 60 min; 330,000 compounds, 0.01% hits; Cyclin-dependent kinase 5 (Homo sapiens) + Cyclin-dependent kinase 5 activator 1 (Homo …; inhibition, % at 10 µM; AID 488839, 2010;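 active = highest replicate inhibition of at least 50% and at least 75% of replicates reaching 50%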;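 note: plate controls were DMSO neutral control for no effect and GW8510 at 10 µM for full effect; many of its hits are not listed in these tables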
# Cardiac RTF inh: cardiac RTF calcium sensitivity inhibitors, primary screen, biochemical, IANBD-TnC fluorescence, EC70 calcium; AID 493244, 2011; IANBD-labeled cardiac RTF, Ca2+ fluorescence; 340,000 compounds, 0.12% hits; Troponin I, cardiac muscle (Homo sapiens) + Troponin T, cardiac muscle (Homo sapiens) + …; inhibition, % at 7.15 µM;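 active = inhibition above the mean inhibition of all tested compounds plus 3 SD, cut at about 17% in these data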;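 note: assay run at fixed EC70 calcium of 1.6 mM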
# C-LANA FP: inhibitors of KSHV C-LANA binding to DNA, primary screen, biochemical, fluorescence polarization, FAM-LBS DNA, MBP-C-LANA, single point; Kaposi's sarcoma herpesvirus LANA C-terminal domain (residues 932-1162) DNA binding; inhibition, % at 9 µM; 340,000 compounds, 0.078% hits; AID 504423, 2011;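 active = highest replicate inhibition at or above 60% at 9 µM, even if other replicates fall short; inactive = all replicates below 60% inhibition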;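 note: 0% = neutral control wells and 100% = 4 µM acridine orange control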
# dFosB activator: activators of delta FosB homodimer, primary screen, biochemical, fluorescence polarization, TAMRA-CDK5 oligo, single point. Protein FosB (Mus musculus), P13346. purified delta FosB; percent of positive-control signal above neutral wells. activation, % at 25 µM. 340,000 compounds, 0.99% hits. AID 493131, 2011;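 active = mean activation above about 17%, with every replicate also reaching it, limit read from the data, passing the limit was not always enough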;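 note: fluorescence polarization rise as delta FosB binds a TAMRA Cdk5 AP-1 oligo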
# SUMO Mot1 rescue: yeast Mot1-301 growth rescue at high temperature, primary screen, SUMOylation pathway inhibitor project, S. cerevisiae, ATP luminescence, 38.5C; S. cerevisiae Mot1-301 growth rescue; percent above DMSO median, 100 means doubled; growth rescue, % at 18.8 µM; 320,000 compounds, 1% hits;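 active = every valid replicate shows activation above 250% relative to neutral control wells; inactive = the rest, any valid replicate at or below 250%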;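 note: OY570 slx delta 5 strain wells were the positive control but not used for scaling; some compounds called inactive have numbers as strong as hits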
# * = called active by the depositor; . = not tested or not shown.
SMILES,NSD2 inh,RTF Ca sens act,Rtt109 HAT inh,Keap1-Nrf2 PPI,PfHsp90 yeast 2,PvdQ acylase,CDK5 inh,Cardiac RTF inh,C-LANA FP,dFosB activator,SUMO Mot1 rescue
COc1ccc(C2CC(c3ccc(Cl)cc3)=NN2c2ccc(S(N)(=O)=O)cc2)cc1 (centres undefined),.,-6,1,-4,-19,-52,0.1,-5,-1.2,-6,.
O=c1c2ccccc2sc2ccc(C#CC3(O)CCCCC3)cc12,.,6,2,-2,-32,-10,3.9,-9,4.7,-4,-37
O=C(O)CSC1=NC(=Nc2ccc(Cl)cc2)C2(CCCCC2)N1c1cccc(C(=O)O)c1,-3,6,1,-4,7,-15,0.1,-22,-0.3,-9,0
CC(C)c1nnc(NC(=O)CCC(=O)N2CCN(c3ccccc3F)CC2)s1,-1,-2,4,1,10,-12,0.7,-2,-1.1,-3,24
FC(F)(F)c1cc(-c2ccco2)nc(N2CCN(Cc3ccccc3)CC2)n1,.,-5,-2,-1,10,-11,-1.1,-1,-1.0,-6,5
COC(=O)C1CCN(C(=O)COC(=O)CNS(=O)(=O)c2ccc(SC)c([N+](=O)[O-])c2)CC1,0,-3,2,-5,-36,-11,0.1,3,-1.7,-6,360
Cc1nn(CC(=O)N2CCN(c3ccccc3)CC2)c(=O)c2ccccc12,-4,4,2,-6,-2,-7,1.3,-14,1.0,1,11
COc1ccc(C(=O)CCC(C)(C)[N+](=O)[O-])cc1,.,5,0,-1,-38,-4,0.6,5,0.4,0,374
CC(C)Oc1ccc(Nc2ncnc3ccccc23)cc1,0,1,.,0,-3,31*,1.2,-4,0.4,-10,-9
COc1ccccc1NC(=O)c1sc2nc(C)cc(C)c2c1N,1,-2,-2,0,9,-2,1.3,6,1.5,-4,-1
O=c1c2cc(NC(=S)NCCN3CCCCCC3)ccc2nc2n1CCCCC2,1,-4,2,3,2,-8,0.9,-7,-0.8,-15,10
O=C1NC2(CCOc3ccccc32)C(=O)N1CC(=O)N(Cc1ccccc1)C1CCS(=O)(=O)C1 (centres undefined),4,-1,7,2,16,13,0.4,-26,-4.2,-3,40
COC(=O)c1ccccc1NC(=O)CSc1nncn1-c1cccnc1,-12,8,-8,3,2,-1,-0.2,6,0.9,-1,17
COc1ccc(OCCN2CCN(C(=O)c3ccc(OC)c(OC)c3)CC2)cc1,1,-3,-3,0,-15,6,-0.6,5,-1.3,-2,83
O=C(O)CCN(CC(=O)c1ccc(Cl)cc1)S(=O)(=O)c1ccc([N+](=O)[O-])cc1,.,14,2,-7,10,-20,-1.2,-26,0.5,3,3
CCOC(=O)CSc1nc(C)cc(=O)[nH]1,1,-2,-6,-3,-3,2,-0.4,1,-0.8,8,12
Cc1ccc(N2CC(C(=O)OCC(=O)c3ccc[nH]3)CC2=O)cc1 (centres undefined),1,-5,-4,-1,7,-1,0.5,-1,2.0,-3,13
COc1ccc(N2CCN(CCNC(=O)Nc3cc(Cl)ccc3Cl)CC2)cc1,-3,1,-4,0,-3,-16,0.2,-8,0.8,-8,4
CCCCNc1ccc2oc(-c3ccc(OC)cc3)c(-c3ccc(OC)c(F)c3)c2c1,.,3,6,0,8,-11,-1.2,-11,-2.6,-5,-11
COC(=O)c1c(C)nc(C)c(C(=O)OC)c1-c1ccc(OC)cc1,10,-3,-1,2,0,18,-0.3,-6,-0.7,-6,133
Cc1cc(C(=O)OCC(=O)N2CCc3ccccc32)ccc1[N+](=O)[O-],20,6,4,-6,.,-16,1.2,0,-1.1,-2,15
CCOC(=O)CN(C(=O)CSc1nnc2c(n1)[nH]c1ccccc12)c1ccccc1,-2,6,-2,0,.,-11,0.0,-6,-2.0,0,101
Cn1c(SCC(=O)NC2CCCC2)nnc1-c1ccncc1,-4,-5,0,-1,-4,-1,0.4,2,-0.1,3,0
Fc1ccc(COc2ccccc2C(=S)N2CCCC2)cc1,-2,-3,3,2,18,3,1.0,7,3.1,1,8
Cc1cc(SCC(=O)Nc2ccccc2)n2ncc(-c3ccccc3)c2n1,-2,3,0,5,-4,-4,0.7,9,-4.4,15,-2
Cc1ccc(CCN2CC(C(=O)NCCc3ccccc3)CC2=O)cc1 (centres undefined),-3,-2,-4,-1,5,-9,-5.3,-1,-0.9,0,3
COc1ccc(NC(=O)CSCC(=O)Nc2ccc(S(=O)(=O)N3CCCCC3)cc2)cc1,-2,-2,0,-1,13,0,0.4,-12,-0.9,-1,6
Cc1ccc2[nH]c(C(F)(F)F)cc(=O)c2c1,-3,5,1,-3,17,-11,-0.4,-4,0.1,0,342*
O=C1/C(=C/c2ccc(O)c([N+](=O)[O-])c2)SC(=S)N1Cc1ccccc1,8,3,.,1,-7,1,2.7,5,-1.8,1,-16
O=c1c2c3nc4ccccc4nc3n(CC3CCCO3)c2ncn1CCc1ccccc1 (centres undefined),.,-2,10,0,-31,-8,1.6,-10,-1.2,-19,-2
O=C(Nc1nnc(CCS(=O)(=O)c2ccc3ccccc3c2)s1)c1ccc([N+](=O)[O-])cc1,2,-5,6,-2,0,-16,-0.4,-3,-0.2,1,0
Oc1cccc(/C=N/Nc2nn3cnnc3c3ccccc23)c1,-2,2,-7,0,-15,0,0.3,2,-0.9,-33,-16
CC(=O)OC1(C(F)(F)F)Oc2ccccc2NC1=O (centres undefined),-1,4,-12,1,-2,-16,2.5,-2,1.4,-3,-6
O=c1cc[nH]c2c(C(F)(F)F)cccc12,21,-2,-3,4,6,10,-0.5,-8,-1.8,-6,11
O=C(CSc1ccc(-c2ccccn2)nn1)Nc1nccs1,-1,0,2,1,10,-17,-2.0,-4,0.1,0,-2
CC(C)(C)NC(=O)C(c1ccco1)N(C(=O)Cn1nnc(-c2ccc(F)cc2)n1)c1ccccc1F (centres undefined),50*,3,1,1,.,-11,-0.3,-3,-0.5,-5,1
CS(=O)(=O)N(CC(=O)Nc1cccc(Br)c1)Cc1ccccc1,-4,1,-2,-2,2,-15,2.1,-12,-1.6,2,-10
N#C/C(=N\Nc1ccccc1F)C(=N)N1CCCCC1,0,-8,12,2,32,10,2.1,-8,-4.3,-5,21
COc1cccc(NC(=O)N2CCC(NC(=O)C(Cc3ccccc3OC)NC(C)=O)CC2)c1 (centres undefined),.,-6,-2,-3,18,-5,-0.1,-6,-0.6,-4,.
O=C1CC(C(=O)Nc2ccc(C(=O)N3CCOCC3)cc2)C2(CCCCC2)O1 (centres undefined),-1,2,-1,5,-6,-1,-0.8,2,0.1,1,7
Cc1ccc(-n2nnnc2-c2cnc(N3CCCC3)nc2C(F)(F)F)cc1,1,-3,1,-2,-62,-9,1.8,-3,-0.6,-19,6
Cc1ccc(C(=O)CN2CCN(c3ccccn3)CC2)c(C)c1,2,-2,0,2,-7,-7,-0.9,-2,-0.1,-3,.
CC(C)(C)c1csc(NC(=O)c2cccnc2)n1,-1,1,1,1,-1,6,1.2,-8,-0.4,-3,-4
CC(=O)Nc1ccc(S(=O)(=O)N2CCN(Cc3ccncc3)CC2)cc1,-1,-8,2,-1,3,4,1.0,-1,-0.3,-6,-2
Cc1cccc(NC(=O)N2CCCC2C(=O)Nc2ccccc2)c1 (centres undefined),-2,4,-4,-4,8,-11,-1.3,2,-1.6,-3,28
C=CCc1cccc(C=Nc2c[nH]c(=O)[nH]c2=O)c1O,0,-1,-12,-7,12,1,1.6,-2,-1.1,6,-11
O=S(=O)(c1ccccc1C(F)(F)F)N1CCN(S(=O)(=O)c2ccccc2C(F)(F)F)CC1,-1,2,5,-8,-24,-13,1.6,-2,-0.1,0,-7
CCN(CC)C(=O)C1CCCN(c2ccc([N+](=O)[O-])cc2/C=N/NC(=O)c2cccc(Br)c2)C1 (centres undefined),-2,-1,-1,-6,56,-15,-0.3,-4,-0.9,0,648*
Cc1ccc(S(=O)(=O)N2CCCC(C(=O)NCc3ccccn3)C2)cc1 (centres undefined),.,-1,5,-2,-12,-3,2.1,3,-0.8,9,-3
Cc1cccc(N(C(=O)c2snc(C(N)=O)c2N)C(C(=O)NCC2CCCO2)c2ccc3ncccc3c2)c1 (centres undefined),-5,-4,0,.,4,-12,2.2,-10,.,-2,-5
C=CCn1c(Cc2nc3ccccc3[nH]2)n[nH]c1=S,3,-1,0,3,19,-4,1.5,-10,0.0,-2,-1
Cc1nc2nc[nH]n2c(=O)c1NC(=O)CCc1ccccc1,0,8,-23,-3,-13,-25,-0.2,-2,-0.4,9,-12
CC1(C)CC(=O)C2=C(C1)N(c1ccc(F)cc1)C(=O)NC2(C(F)(F)F)C(F)(F)F,1,0,-2,1,-65,-4,0.6,-7,-0.2,-3,-7
COc1ccc(C/C(N)=N/OC(C)=O)cc1OC,-2,0,-2,-3,3,-12,-1.0,-1,0.3,-3,-4
CC(=O)[C@H]1[C@H](C#N)C[C@H]2[C@@H]3CC=C4C[C@@H](O)CC[C@]4(C)[C@H]3CC[C@@]21C,.,18,2,-9,-5,-20,-3.5,10,-1.3,2,247
COc1cccc(-c2nc(CS(=O)(=O)CC(=O)Nc3c(C)cccc3C)c(C)o2)c1,.,3,7,-3,-6,3,0.7,-5,-0.7,15,-25
Cc1noc(C)c1COc1ccc2ccc(=O)oc2c1,-4,-2,.,2,-16,4,0.2,-9,-0.4,-5,23
C#CC1(NC(=O)NS(=O)(=O)c2ccc(C)cc2)CCCCC1,-1,-3,32,7,3,2,-0.3,0,-2.4,-8,2
NS(=O)(=O)c1ccc(CCNC(=O)c2cncc(Br)c2)cc1,2,0,-2,-2,-4,-12,-0.7,-4,2.1,0,0

# Screening results (PubChem)
